# Screens as filed in PubChem.
# NOD2 RIPK2 PPI: NOD2-RIPK2 protein interaction inhibition | inhibition, % at 4.98 µM | CHO BLA complementation NOD2-RIPK2, CCF4 ratio | 0.38% of 360,000 active | O43353 | AID 624267; in the data active = inhibition above about 21%;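 also: 0% = vehicle only and 100% = reference blocker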
# ABCB6 inh MLPCN: human ABCB6 transporter inhibition; AID 602162; K562-ABCB6 porphyrin accumulation, flow cytometry, 1 h; stronger effect = lower value; fluorescence ratio to DMSO, % at 10 µM; 0.19% of 360,000 active; Q9NP58;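 active = fluorescence ratio to DMSO below 75%, the collection mean minus 3 SD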;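 also: signal is porphyrin accumulated inside mitochondria; 100% equals median channel fluorescence of DMSO control wells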
# Granule exo inh: blocks lytic granule exocytosis; TALL-104 LAMP-1 surface exposure, flow cytometry; cells stimulated with thapsigargin and PMA; inhibition, % at 10 µM; 0.66% of 360,000 active; AID 651702;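 active = inhibition above about 55%, limit read from the data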
# aDG glyco up: alpha-DG glycosylation activation; Pro5-aDG cells, alpha-DG glycosylation AlphaScreen (IIH6); 0% Pro5, 100% B10-LARGE cell signal; activation, % at 10 µM; 0.22% of 360,000 active; AID 624168;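 active = activation of at least 8% versus controls, or a plate z-score of at least 8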;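 also: Pro5 are CHO cells carrying HIG-tagged alpha-DG that lacks glycosylation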
# MC4R ag barr: agonists of human melanocortin 4 receptor (MC4R) beta-arrestin; P32245; U2OS MC4R beta-arrestin complementation, luminescence; percent of melanotan II response, DMSO zero; activation, % at 8.9 µM; 0.98% of 360,000 active;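 active = activation above a per-plate cutoff, the mean activation of sample wells on that plate plus 3 SD, cut at about 8% in these data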
# Vif inh: HIV Vif inhibition; 0.35% of 340,000 active; HEK293T cells, Vif self-association by quenched fluorescence, imaging, 24 h; inhibition, % at 7.49 µM; in the data active = inhibition above about 50%, passing the limit was not always enough; also: some results filed as inactive read as strong as hits
# ABHD5 PLIN5 PPI: ABHD5-PLIN5 protein interaction inhibition. AID 602281. inhibition, % at 4 µM. Split G. princeps luciferase complementation, luminescence, 4 h. 0.78% of 360,000 active. Q00G26+Q8WTS1;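 active = inhibition above the mean inhibition across every tested compound plus 3 SD, cut at about 22% in these data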;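 also: 0% = DMSO only wells and the 100% control is not disclosed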
# MC4R antagonist: blocks human MC4R cAMP signaling; P32245; MC4R-expressing cells, MTII-stimulated cAMP, LANCE TR-FRET; 0.48% of 360,000 active; AID 540295; inhibition, % at 6.5 µM;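 active = inhibition above its plate's cutoff, the mean of tested wells on that plate plus 3 SD, cut at about 29% in these data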;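 also: 0% = Melanotan II alone and 100% = Melanotan II plus saturating MCL0020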
#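 Material: human MC4R-expressing U2OS cells. Probe or stimulus: Melanotan II challenge. Dosing: 6.5 µM single dose. Times: 30-min compound, 1-h challenge, 1-h detection, room temperature. Technique: TR-FRET with Eu-cAMP and labeled anti-cAMP, 671 nm. Replication: singlicate.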
# Glyco luc inh: blocks N-linked glycosylation in D54 reporter cells; D54 ERlucT glycosylation luciferase reporter, 24 h; percent of 100 nM tunicamycin response; AID 588692; reporter increase, % at 12.5 µM; 0.23% of 360,000 active;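 active = mean luciferase reporter signal, scaled so untreated is 0 and the glycosylation-blocking control 100, at or above a set limit in every replicate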;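 also: luciferase carries N-glycosylation sites so blocking glycosylation raises the light; 0% = median of neutral control wells and 100% = median of 100 nM tunicamycin wells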
# TLR9-MyD88 inh: TLR9-MyD88 interaction inhibition. 0.21% of 340,000 active. CHO BLA complementation TLR9-MyD88, CCF4 FRET ratio. inhibition, % at 4.98 µM. Q9NR96+Q99836;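 active = inhibition above the mean over all tested compounds plus 3 SD, cut at about 21% in these data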;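 also: 0% = DMSO only wells and 100% = clavulanate BLA inhibitor control wells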
# Target sequence (Q99836 whole entry, looked up): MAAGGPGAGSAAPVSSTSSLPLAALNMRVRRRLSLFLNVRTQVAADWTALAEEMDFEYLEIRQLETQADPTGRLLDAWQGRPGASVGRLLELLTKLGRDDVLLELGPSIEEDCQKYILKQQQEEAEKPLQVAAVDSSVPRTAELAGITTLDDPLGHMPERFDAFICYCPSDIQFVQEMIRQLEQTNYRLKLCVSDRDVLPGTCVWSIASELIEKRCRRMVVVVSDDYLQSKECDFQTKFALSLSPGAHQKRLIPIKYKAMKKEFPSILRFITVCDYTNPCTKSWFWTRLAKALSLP
# Target sequence (Q9NR96 whole entry, looked up): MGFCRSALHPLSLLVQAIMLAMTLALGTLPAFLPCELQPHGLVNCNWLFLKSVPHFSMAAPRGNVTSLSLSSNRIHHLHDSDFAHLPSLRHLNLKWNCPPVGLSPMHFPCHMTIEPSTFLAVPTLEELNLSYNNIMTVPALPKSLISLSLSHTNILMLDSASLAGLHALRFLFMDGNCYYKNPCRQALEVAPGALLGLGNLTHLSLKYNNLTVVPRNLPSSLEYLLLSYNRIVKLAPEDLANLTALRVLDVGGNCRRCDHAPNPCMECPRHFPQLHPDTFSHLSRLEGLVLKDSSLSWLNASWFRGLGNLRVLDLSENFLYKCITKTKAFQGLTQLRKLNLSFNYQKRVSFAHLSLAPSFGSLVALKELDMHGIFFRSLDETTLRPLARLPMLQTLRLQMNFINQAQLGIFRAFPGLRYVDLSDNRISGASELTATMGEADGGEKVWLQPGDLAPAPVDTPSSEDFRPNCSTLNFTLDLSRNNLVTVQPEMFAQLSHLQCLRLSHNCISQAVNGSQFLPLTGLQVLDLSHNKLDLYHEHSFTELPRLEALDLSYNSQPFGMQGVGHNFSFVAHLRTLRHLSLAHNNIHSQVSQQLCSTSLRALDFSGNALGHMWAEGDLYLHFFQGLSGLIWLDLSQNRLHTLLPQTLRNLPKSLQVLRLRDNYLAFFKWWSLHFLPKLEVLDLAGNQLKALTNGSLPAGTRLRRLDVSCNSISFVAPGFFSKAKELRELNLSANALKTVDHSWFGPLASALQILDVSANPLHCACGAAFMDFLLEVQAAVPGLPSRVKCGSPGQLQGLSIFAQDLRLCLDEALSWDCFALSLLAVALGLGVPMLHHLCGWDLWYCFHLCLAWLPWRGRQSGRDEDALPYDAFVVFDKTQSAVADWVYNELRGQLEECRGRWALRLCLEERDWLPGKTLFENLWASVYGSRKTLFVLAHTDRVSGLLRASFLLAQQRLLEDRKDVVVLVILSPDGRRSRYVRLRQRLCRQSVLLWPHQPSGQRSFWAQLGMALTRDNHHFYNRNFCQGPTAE
# The depositor's hits bear a star; nt = no result given.
molecule	NOD2 RIPK2 PPI	ABCB6 inh MLPCN	Granule exo inh	aDG glyco up	MC4R ag barr	Vif inh	ABHD5 PLIN5 PPI	MC4R antagonist	Glyco luc inh	TLR9-MyD88 inh
Cc1ccc(-c2nnc(SCC(=O)NNC(=O)COc3cccc(C)c3)n2C)cc1	-3	109	4	-0.1	1.4	-4	1	23	6	-3
CC(=NNC(=O)c1ccccc1N)c1ccccc1O	-6	93	4	0.8	nt	6	3	nt	-15	nt
CC(O)(c1ccccc1)c1ccc2ccccc2n1 (stereo not given)	-15	98	-2	0.1	3.6	-15	-6	-6	-2	12
CC1CCCN(C(=O)Cn2c(=O)oc3cc(S(=O)(=O)N4CCCCC4C)ccc32)C1 (stereo not given)	2	86	2	0.4	0.0	4	1	1	0	1
CC1=Nc2cccc3cccc(c23)N1C	-12	101	-4	0.3	0.4	4	-4	-15	5	7
Nc1ccc2c(c1)Nc1ccccc1CC2	-1	123	6	0.4	1.4	7	3	11	0	12
COc1ccc(N(CC(=O)Nc2ccccc2C(N)=O)S(=O)(=O)c2ccc(C)c([N+](=O)[O-])c2)cc1	-16	102	1	-0.4	0.8	3	7	17	0	-3
O=C(Nc1ccc2[nH]ncc2c1)c1ccccc1Cl	-11	102	-2	0.0	0.3	-3	-14	15	-6	-7
COc1ccc(N2CCN(CC(=O)Nc3sccc3C#N)CC2)cc1	-4	95	3	-0.2	-1.3	-4	2	4	0	6
CN1CCN(c2ccc(S(=O)(=O)N3CCCCC3)cc2NC(=O)c2cccc([N+](=O)[O-])c2)CC1	4	99	1	0.0	1.5	4	6	8	-3	-11
COc1ccc(C(=O)NC2(C(F)(F)F)C(=O)N(Cc3ccco3)C3=C2C(=O)CC(C)(C)C3)cc1OC (stereo not given)	-2	96	4	0.1	3.0	9	16	-9	1	0
CCCc1cc(=O)[nH]c(/N=C(/NC(=O)C(C)N2C(=O)c3ccccc3C2=O)Nc2ccccc2)n1 (stereo not given)	-4	99	2	-0.3	0.6	4	-2	-2	3	0
O=C(NCc1ccc(F)cc1)C1CCCN(C(=O)NCc2ccccc2)C1 (stereo not given)	1	95	1	0.0	-0.6	-2	4	-1	-1	0
OC(C1=CC(=Cc2ccncc2)c2ccccc21)c1ccncc1 (stereo not given)	1	91	-5	1.0	-0.7	-14	2	-4	10	-10
CCn1c(NC(=O)c2ccc(C)cc2)c2ccccc2nc1=O	4	96	0	0.3	1.1	-3	-6	15	2	-2
CCOc1cccc(/C(O)=C2/C(=O)C(=O)N(CCOC)C2c2ccncc2)c1 (stereo not given)	-1	100	-1	0.0	-1.9	nt	6	2	1	8
COc1ccc(CCNC(=O)C2COc3ccccc3O2)cc1OC (stereo not given)	-1	98	4	0.0	-0.1	-5	0	8	2	-5
CCCCn1nc(C(=O)Nc2cc(C(F)(F)F)ccc2N2CCOCC2)ccc1=O	4	103	-5	0.6	-1.6	-8	-2	15	-11	3
CC(C)CCN1CCN(Cc2nc3ccccc3s2)CC1CCO (stereo not given)	-8	100	8	0.0	-2.7	-3	-11	7	-1	-28
COc1ccccc1N1CCN(CCCCOc2cccc3ccccc23)CC1	-8	96	6	0.5	2.3	7	14	4	0	-4
O=C(NC(=S)NCc1nc2ccccc2[nH]1)c1ccc(F)cc1	-1	100	3	-0.2	-3.5	18	-1	4	2	-8
CC(C)=CCc1c(O)ccc2c1OC(c1ccc(O)c(O)c1)CC2=O (stereo not given)	-4	97	24	0.0	1.5	8	-2	-16	9	-10
COc1ccc(S(=O)(=O)Nc2cc(C(=O)NCCCN3CCOCC3)ccc2N2CCOCC2)cc1	-7	94	-2	0.0	-2.3	4	-1	6	0	6
COc1ccccc1CNC(=O)c1ccccc1NS(C)(=O)=O	-12	93	-2	0.0	-0.3	24	4	3	2	1
Cc1ccc(S(=O)(=O)NCC(=O)OCC(=O)N(C)C2CCS(=O)(=O)C2)cc1 (stereo not given)	6	100	1	0.4	-1.0	16	7	-4	2	3
Cc1cccc(/C=N\Nc2nnc(-c3ccccc3)c(=O)[nH]2)c1	-4	96	0	-0.1	-0.9	-1	-1	6	0	9
COc1cc([N+](=O)[O-])ccc1NC(=O)CCCOc1cc(C)ccc1C	1	103	2	0.5	1.8	8	-2	23	1	3
COc1ccc(OC)c(C2=NS(=O)(=O)N(C)C(C(=O)Nc3cccc(C(C)=O)c3)=C2)c1	6	99	3	0.2	-4.0	-4	-4	7	2	-6
COC(=O)CSc1ncnc2c(C)csc12	-9	96	-6	-0.2	0.7	-12	-1	0	1	nt
CC(C)C[C@@H]1NC(=O)[C@H](CO)NC(=O)c2cc([N+](=O)[O-])cc(I)c2OCC[C@@H](C(N)=O)NC1=O	10	104	-6	0.2	-0.2	0	0	2	1	-10
Oc1ccccc1-c1nc(/C=C/c2ccccc2)nn1-c1ccccc1	-3	96	-1	0.7	0.7	0	-3	4	1	18
CC(/C=N/n1c(-c2cccnc2)n[nH]c1=S)=C\c1ccccc1	-1	95	-1	0.1	-1.2	-3	-2	-3	-2	3

# Complete entries as entered above:
# `Cc1ccc(S(=O)(=O)NCC(=O)OCC(=O)N(C)C2CCS(=O)(=O)C2)cc1` (stereo not given) is listed with NOD2 RIPK2 PPI: 6; ABCB6 inh MLPCN: 100; Granule exo inh: 1; aDG glyco up: 0.4; MC4R ag barr: -1.0; Vif inh: 16; ABHD5 PLIN5 PPI: 7; MC4R antagonist: -4; Glyco luc inh: 2; TLR9-MyD88 inh: 3
# `COc1cc([N+](=O)[O-])ccc1NC(=O)CCCOc1cc(C)ccc1C` is listed with NOD2 RIPK2 PPI: 1; ABCB6 inh MLPCN: 103; Granule exo inh: 2; aDG glyco up: 0.5; MC4R ag barr: 1.8; Vif inh: 8; ABHD5 PLIN5 PPI: -2; MC4R antagonist: 23; Glyco luc inh: 1; TLR9-MyD88 inh: 3

# Next part.
molecule	NOD2 RIPK2 PPI	ABCB6 inh MLPCN	Granule exo inh	aDG glyco up	MC4R ag barr	Vif inh	ABHD5 PLIN5 PPI	MC4R antagonist	Glyco luc inh	TLR9-MyD88 inh
O=C(CCNC(=O)Cn1ccc2ccccc2c1=O)NCCCN1CCN(c2ccccc2F)CC1	-6	82	5	0.2	-1.4	25	-5	1	-1	11
COC(=O)CCC(=O)OC1(C)C(=O)C=C2C=C(C3CC3)N(Cc3ccc4c(c3)OCO4)C=C2C1=O (stereo not given)	-4	105	-1	-0.1	-0.5	1	-6	4	-2	-5
Cc1ccc(C(=O)NC(N2CCCC2)C(Cl)(Cl)Cl)cc1 (stereo not given)	-8	93	-1	-0.2	-0.3	56*	-8	-1	1	0
COc1ccc(S(=O)(=O)N2CCN(C(=O)c3ccco3)CC2)cc1C(C)(C)C	-1	94	-14	-0.2	0.1	2	7	1	0	18
CNS(=O)(=O)c1cccc(C(=O)OCC(=O)c2c(N)n(C)c(=O)n(C)c2=O)c1	-1	99	0	0.0	0.4	-1	-3	20	1	-12
O=C1NC2(CCCC2)N=C1c1ccc(Cl)cc1	-4	106	-6	0.2	-2.6	21	-3	12	0	-20
O=C1NC2(CCCCC2)Cc2ccccc21	-10	88	-3	-0.1	1.6	-1	2	8	0	2
Cc1ccc(-c2cc(C(=O)OCC(=O)Nc3ncc(C(F)(F)F)cc3Cl)c3ccccc3n2)cc1	-4	95	-4	0.0	-1.6	-10	-2	10	2	1

# Structures above that have an aryl thioether with sulfur outside any ring (2):
molecule	NOD2 RIPK2 PPI	ABCB6 inh MLPCN	Granule exo inh	aDG glyco up	MC4R ag barr	Vif inh	ABHD5 PLIN5 PPI	MC4R antagonist	Glyco luc inh	TLR9-MyD88 inh
Cc1ccc(-c2nnc(SCC(=O)NNC(=O)COc3cccc(C)c3)n2C)cc1	-3	109	4	-0.1	1.4	-4	1	23	6	-3
COC(=O)CSc1ncnc2c(C)csc12	-9	96	-6	-0.2	0.7	-12	-1	0	1	nt

# (list continues)
molecule	NOD2 RIPK2 PPI	ABCB6 inh MLPCN	Granule exo inh	aDG glyco up	MC4R ag barr	Vif inh	ABHD5 PLIN5 PPI	MC4R antagonist	Glyco luc inh	TLR9-MyD88 inh
CC1CCN(C(=O)c2ccc(NS(C)(=O)=O)cc2)CC1	-4	92	2	0.1	-2.7	6	-7	5	0	6
O=C(COC(=O)c1cn(-c2ccccc2)nc1-c1ccc(F)cc1)Nc1ncc(Cl)cc1Cl	-2	100	-1	-0.3	-2.1	-3	-1	12	-2	4
Cc1ccc(C(CCN(Cc2ccccc2)C(=O)c2ccco2)c2ccco2)cc1 (stereo not given)	-19	96	3	0.4	3.1	4	29*	27	-2	-9
COc1ccc(OC)c(NC(=O)C2(C)CCN2Cc2ccsc2)c1 (stereo not given)	2	100	4	0.3	0.1	8	-2	18	-2	nt
O=C(COc1cccc(Oc2ccccc2)c1)Nc1ncccn1	-6	115	-12	-0.3	-1.2	16	2	18	1	-5
OCC1(Cc2ccccc2)CCN(Cc2ccc(-c3ccco3)cc2)CC1	0	95	1	0.6	-2.5	9	11	-4	1	-1
COc1ccc(/C=C(\C#N)C(=O)OCC(=O)NC(=O)NCCC(C)C)cc1	0	97	2	0.0	3.9	-20	6	16	-1	-12
CCN1C(=O)/C(=C/c2ccc(N3CCCC3)cc2)NC1=S	6	167	-2	1.4	-1.2	61*	3	11	0	-5
Cc1ccc(-n2c(C)cc(C)c(C#N)c2=O)cc1C	-2	105	-2	-0.3	-1.4	-4	3	17	1	-1
C/C(=C\C(=O)c1ccc(Br)cc1)NNC(=O)c1ccc(O)cc1	-3	96	6	-0.3	-0.6	-3	0	-3	-1	6
O=C(Cc1cccc2ccccc12)Nc1cc(Cl)ccc1C(=O)O	-1	96	3	0.0	0.1	6	-7	5	0	-2
COc1ccccc1Cn1c(-c2ccccc2OC)nc2ccccc21	4	94	1	1.3	-0.2	5	3	1	-5	5
O=C(CNC(=O)c1ccc(F)cc1)N/N=C/c1cccnc1	0	101	-13	-0.2	0.8	7	-13	3	0	-4
COc1ccc(C2=NN(c3ccc(C(=O)O)cc3)C(c3ccc(OC)c(OC)c3)C2)cc1 (stereo not given)	25*	96	1	0.3	3.0	-4	-3	-11	0	9
Cc1ccc(-n2nc3c(n2)/C(=N/O)CC/C3=N\O)cc1	0	94	-3	-0.2	-0.1	10	5	-5	-6	-6

# These rows are one share of the data. The share of hits here may be higher or lower than overall.
